# TRPV1 agonist = human TRPV1 agonism; activation, % at 8.33 µM; AID 540275; TRPV1-expressing cells, Fluo-8 calcium influx, agonist mode; Q8NER1; 320,000 tested, 0.19% active; in the data active means activation above about 80%; inconclusive means between about 30% and that limit; further: 0% is about no effect
#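 Fluo-8 calcium influx in TRPV1-expressing cells, kinetic read (ex 480/em 520 nm). Compound added and read 3 min for agonist activity, followed by capsaicin at EC20 final and 2 min further read for enhancement.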
# GALK inh = inhibitors of human galactokinase | P51570 | Purified GALK, Kinase-Glo residual ATP luminescence | Potency, µM (titrated, usually from 57.5 µM), without a hit: at the top dose activity change, negative = inhibition, actives largely listed as inhibitors | 270,000 tested, 0.007% active; further: potency means the concentration at half of the fitted maximal effect; on the % scale 0 is the no-effect control and ±100 the full control effect
#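 Luminescence from leftover ATP (Ultra-Glo luciferase/luciferin) served as read-out after a 1 h room-temperature reaction of 5 nM GALK with 35 uM ATP and 100 uM galactose.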
# Menin MLL FP TR = menin-MLL binding inhibition, Texas Red mutant peptide; O00255; Menin + Texas Red MLL mutant peptide, fluorescence polarization; Potency, µM (titrated, usually from 61.6 µM), inactives show top-dose FP activity change, negative = inhibition, most hits filed as inhibitors; 270,000 tested, 0.23% active; AID 1768; active means well fitted inhibition curve with a large enough effect in the polarisation, with a control signal flat, not every such curve was filed as active; inconclusive means small, poorly fitted or top-dose-only effect, or effect the other way, or a change in a side signal; inactive means no such curve, though single readings can be large or run the other way; the % refers to the polarisation; further: potency means the concentration at half of the fitted maximal effect; % of control where 0% means no effect; many of its hits are not listed in these tables
# Giardia kill = Giardia lamblia killing. AID 540267. 340,000 tested, 0.15% active. activity change, % at 7.66 µM, hits read low. Giardia lamblia trophozoite viability; in the data active means activity change below about -80%; inconclusive means between about -30% and that limit;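 further: parasites exposed to compound for two days anaerobically before the ATP read; on the % scale 0 is the no-effect control and ±100 the full control effect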
#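 Luminescent ATP signal served as the viability read-out, measured 15-30 min after adding ATP detection reagent to trophozoites that had been incubated with compounds for 48 hrs at 37 deg C anaerobically at 100 cells/well.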
# MLL CXXC-DNA inh = MLL CXXC-DNA interaction inhibition; Q03164; MLL-CXXC / FITC-HOXA9 DNA fluorescence polarization; 290,000 tested, 0.037% active; Potency, µM (series often up to 115 µM), without a hit: at the top dose activity change, negative = inhibition, most hits filed as inhibitors; AID 2662; active means well fitted inhibition curve with a large enough effect in the polarisation, with a control signal flat, not every such curve was filed as active; inconclusive means small, poorly fitted or top-dose-only effect, or effect the other way, or a change in a side signal; inactive means no such curve, though single readings can be large or run the other way; the % refers to the polarisation; further: potency means the concentration at half of the fitted maximal effect
#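 Steps: dispense CXXC domain solution (7 uM) → pin compounds or unlabeled HOX-A9 DNA control → 5 min ambient → add FLSN-HOX-A9 solution (50 nM) → spin → 30 min ambient → fluorescence polarization. Tris pH 7.5/NaCl/DTT/BSA buffer.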
# Coupling enz = inhibits coupling enzyme system, counter-screen for aldolase hits; coupling enzyme system counterscreen, AmpLite Red fluorescence; activity change, negative = inhibition, % at 58.2 µM, hits read low; 290,000 tested, 0.67% active; in the data active means activity change below about -30%; further: on the % scale 0 is the no-effect control and ±100 the full control effect
#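 Activity here indicates interference with the coupling reaction, not aldolase inhibition. Compounds at 57.5 uM final met coupling enzymes for 10 min at RT; substrate and AmpLite Red detection followed, with a 525/598 nm fluorescence read after 20 min.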
# KCNH2 3.1 block = inhibitors of human KCNH2 3.1 potassium channel isoform | AID 720553 | U2OS KCNH2 3.1, thallium flux FluxOr; stronger effect = lower value | 340,000 tested, 0.95% active | activity change, % (tested at about 1.8 µM);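 active means maximum activity change below -70%; inconclusive means maximum activity change from -70% to -50%; inactive means maximum activity change above -50%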;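 further: thallium influx rate constant from kinetic fluorescence after stimulation buffer; on the % scale 0 is the no-effect control and ±100 the full control effect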
#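 Channel expression came from 3.1 mutant virus (1.77 x 10^8 /mL) applied to suspended U2OS cells for 4 h. Flux was tracked with FluxOr dye plus Red40 quencher, and kinetic rate constants normalized to controls.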
# KCNH2 WT inh = KCNH2 (human, wildtype) channel inhibition | Q12809 | U2OS, BacMam KCNH2, thallium flux FluxOr; stronger effect = lower value | activity change, % at 1.84 µM | 340,000 tested, 0.37% active;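 active means maximum activity change below -70%; inconclusive means maximum activity change between -70% and -50%; inactive means maximum activity change above -50%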; further: on the % scale 0 is the no-effect control and ±100 the full control effect
#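 U2OS cells were transduced with wild-type KCNH2 virus (2.03 x 10^8 / mL) for 4 h at room temperature, then cultured overnight at 37 C. Thallium flux was read with FluxOr dye. Rate constants were normalized to DMSO controls.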
# USP2a inh = inhibitors of human ubiquitin-specific protease USP2a. O75604. Potency, µM (top dose mostly 38.3 µM), without a hit: at the highest dose activity change, negative = inhibition, actives largely listed as inhibitors. 330,000 tested, 0.01% active. USP2 core, Ub-CHOP2 coupled fluorogenic reporter, 485/531. AID 463254;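 further: potency means the concentration at half of the fitted maximal effect; plate controls were DMSO wells for no effect and full inhibition by NEM control for full effect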
#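 USP2 core (10nM final) preincubated 30min RT with compound in 20mM Tris-HCl pH 8.0, 2mM CaCl2, 2mM beta-mercaptoethanol, 0.05% CHAPS; 25nM Ub-CHOP2 plus 25nM reporter substrate added, fluorescence (Ex485/Em531) read after 60min.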
# PKM2 activator = PKM2 (human) enzyme activation | Potency, µM (series often up to 57.5 µM), inactives show top-dose activation, actives largely listed as activators | purified PKM2, Kinase-Glo ATP luminescence, activation; response scale: 0% is enzyme alone, no compound | 260,000 tested, 0.34% active; further: potency means the concentration at half of the fitted maximal effect; on the % scale 0 is the no-effect control and ±100 the full control effect; nearly all actives have a fitted effect of over 55% in size
# Target sequence (P14618 whole entry, looked up): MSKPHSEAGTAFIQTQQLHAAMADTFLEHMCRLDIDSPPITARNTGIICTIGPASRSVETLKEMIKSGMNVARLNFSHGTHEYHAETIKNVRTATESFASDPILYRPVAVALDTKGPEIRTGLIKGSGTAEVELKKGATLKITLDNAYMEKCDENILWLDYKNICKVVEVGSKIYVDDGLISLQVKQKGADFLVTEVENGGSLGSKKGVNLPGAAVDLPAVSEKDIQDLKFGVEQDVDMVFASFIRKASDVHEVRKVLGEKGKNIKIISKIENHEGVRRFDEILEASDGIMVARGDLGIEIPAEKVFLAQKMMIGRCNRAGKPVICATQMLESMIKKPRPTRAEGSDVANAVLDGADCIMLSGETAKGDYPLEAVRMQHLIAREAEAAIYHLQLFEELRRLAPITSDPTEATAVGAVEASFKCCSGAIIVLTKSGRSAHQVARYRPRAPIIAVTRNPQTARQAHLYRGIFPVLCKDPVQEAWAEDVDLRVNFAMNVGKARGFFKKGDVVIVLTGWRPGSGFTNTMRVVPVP
#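 Purified hPK-M2 (>95%) run at intermediate activity with 0.1 mM ADP and 0.5 mM PEP in 50 mM imidazole pH 7.2, KCl, MgCl2; 1 h room temperature. ATP formed read by Kinase-Glo luminescence; normalized to uninhibited and no-enzyme controls.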
# B2AR arrestin = recruits beta-arrestin to the human beta2-adrenergic receptor; beta-arrestin recruitment to beta2AR, cell-based reporter; Potency, µM (doses to about 46.1 µM), for inactives: top-dose activation, usual class: activators; 330,000 tested, 0.02% active; AID 492947;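 further: potency means the concentration at half of the fitted maximal effect; 0% = DMSO controls and full agonism = EC100 isoproterenol or metaproterenol; nearly all actives have a fitted effect of over 65% in size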
# Target sequence (P07550 whole entry, looked up): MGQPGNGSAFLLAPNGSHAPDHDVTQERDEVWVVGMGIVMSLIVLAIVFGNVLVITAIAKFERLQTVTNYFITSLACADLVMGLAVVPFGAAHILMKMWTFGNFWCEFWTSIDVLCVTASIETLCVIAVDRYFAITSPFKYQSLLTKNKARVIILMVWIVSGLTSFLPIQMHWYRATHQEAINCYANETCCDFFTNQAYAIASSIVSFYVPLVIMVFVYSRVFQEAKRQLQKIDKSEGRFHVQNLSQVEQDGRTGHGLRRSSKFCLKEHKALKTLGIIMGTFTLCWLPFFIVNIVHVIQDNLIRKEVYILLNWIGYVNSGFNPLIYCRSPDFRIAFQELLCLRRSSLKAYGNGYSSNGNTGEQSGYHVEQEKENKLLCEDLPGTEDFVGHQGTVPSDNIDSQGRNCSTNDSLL
# * marks the source's active call; other numbers are inactive results; ? = inconclusive; . = not tested or not shown; & = joins results of further samples; [ ] = dose if it differs, or a comment. Unless noted, the call rests on the fitted dose curve; in most records, active means well fitted curve in the direction sought with a large enough effect; inconclusive means small, poorly fitted or top-dose-only effect, or another doubt; inactive means no such curve, though single readings can be large; an effect the other way counts as inactive or inconclusive.
SMILES,TRPV1 agonist,GALK inh,Menin MLL FP TR,Giardia kill,MLL CXXC-DNA inh,Coupling enz,KCNH2 3.1 block,KCNH2 WT inh,USP2a inh,PKM2 activator,B2AR arrestin
COc1cc2ncnc(NCc3ccc(C)o3)c2cc1OC,-3,7%,-16%,-5,17%,0,-1,1,-15%,1%,0.2%
Cc1ccc(N(CC(=O)NCc2ccccc2)C(=O)CCC(=O)Nc2nccs2)cc1,-1,14%,-13%,-20,-5%,1,9,5,5%,0%,-0.4%
Cc1cccc(-c2c3c(=O)n(C)c(=O)n(C)c3cn2-c2ccccc2O)c1,?,1%,-30%,0,-5%,-39*,-6,2,?,29%,-0.2%
CN(c1ccc(F)cc1)S(=O)(=O)c1ccc(Cl)c(C(=O)OCC(=O)NC2CC2)c1,.,.,.,0,.,.,4,-9,4%,.,0.1%
CC(C)COc1ccc(C(=O)NCc2ccco2)cc1,2,0%,-1%,-4,-4%,2,-6,4,2%,15%,0.3%
COC(=O)c1ccccc1NC(=S)N(Cc1ccc2c(c1)OCO2)Cc1cc2ccc(OC)cc2[nH]c1=O,2,.,-17%,14,9%,-1,15,-1,-4%,-1%,-0.5%
O=C1CC(NCc2ccc3c(c2)OCO3)C(=O)N1CCc1ccccc1 (stereo unspecified),.,0%,6%,16,2%,3,-3,-4,-1%,3%,-0.1%
O=C(/C=C/c1cccs1)c1ccc([N+](=O)[O-])cc1,?,0%,.,?,-48%,-1,11,-5,1%,-2%,-0.1%
CC(C)(C)c1cc(NCCCn2ccnc2)n2ncc(-c3ccc(Cl)cc3)c2n1,1,-1%,?,-10,?,-3,?,-10,-1%,-11%,-0.3%
O=C(NC(=S)Nc1ncc(Br)cc1Br)c1ccccc1,2,-3%,8%,16,-1%,2,4,-6,3%,5%,0.0%
CSc1nsc(SC)c1C(=O)Nc1ccc(Cl)cc1,6,.,.,10,-5%,2,14,-3,2%,-5%,-0.1%
O=C(NNC(=O)C1CCCCC1)c1ccc(Br)cc1,26,-1%,0%,4,-4%,0,12,.,1%,3%,0.1%
CN(C)c1ccc(C2=NOC(CN3C(=O)c4ccccc4S3(=O)=O)C2)cc1 (stereo unspecified),7,5%,-3%,-5,-5%,-6,0,0,-5%,3%,0.2%
O=C(CN1CCC(Cc2ccccc2)CC1)NC(=O)NC1CCCCC1,12,-2%,?,0,2%,0,-9,-2,0%,2%,-0.1%
CCOC(=O)c1c(C)nc(C)c(C(=O)OCC)c1-c1ccc(OC)cc1,?,0%&0%,-4%,10,13%&-9%,3&8,2,0,0%&1%,10%&-5%,3.3%&-0.4%
O=C1CCC(=O)N1CN(C(=O)c1ccco1)c1ccccc1,1,18%,9%,-7,1%,4,-16,2,0%,1%,-1.0%
O=C(c1cccc(S(=O)(=O)N2CCCCC2)c1)N1CCc2ccccc21,21,3%,3%,8,-1%,-1,-2,1,-3%,-10%,0.4%
Cc1ccccc1CC1(CO)CCCN(Cc2ccccc2Cl)C1 (stereo unspecified),25,-2%,0%,-10,8%,0,1,-2,-2%,0%,4.8%
CCOC(=O)C1=NN(c2ccccc2)C2=NC(C)=C(C(=O)OC)C(c3ccc(C)cc3)N12 (stereo unspecified),2,0%,?,-22,-5%,0,-4,-4,0%,4%,-0.4%
CC(C)C(=O)Nc1ccc(Nc2ccccc2)cc1,4,-7%,?,1,11%,1,-9,-2,-1%,2%,0.0%
COc1ccc(/C=C(\C#N)c2nc3ccc(C)cc3[nH]2)cc1Oc1ccc(C(F)(F)F)cc1[N+](=O)[O-],-5,2%,?,4,20%,2,-2,-19,1%,0%,0.7%
O=[N+]([O-])c1cccc(S(=O)(=O)N/N=C\c2ccc3c(c2)OCO3)c1,-4,-6%,21%,-5,9%,3,-8,3,0%,0%,-0.3%
CCN(C(=O)CSc1nnnn1-c1ccc(Cl)cc1)C1CCS(=O)(=O)C1 (stereo unspecified),.,.,.,20,.,.,-2,15,1%,.,-0.3%
O=C(NCCCCNC(=O)c1cccnc1Cl)c1cccnc1Cl,-1,5%,.,-23,13%,.,0,-7,0%,5%,0.1%
O=C(O)Cn1cc(C(=O)C2CC2)c2ccccc21,-2,0%,-13%,18,1%,3,5,4,1%,-5%,-0.8%
C#CCNC(=O)C1=C[C@H](c2ccc(Br)cc2)[C@@H](CCCO)[C@H](OCC)O1,1,0%,5%,21,9%,3,-4,3,0%,1%,-0.6%
CC1(C)Oc2ccc(C(=O)NC3CC3)cc2N(CC(=O)N2CCOCC2)C1=O,4,3%,-1%,-26,7%,3,-2,-10,-2%,3%,0.4%
CC1(C)C(=O)Nc2ccccc2N1C(=O)COC(=O)Cn1cnc2ccccc2c1=O,2,-2%,-16%,14,1%,-1,-4,-5,2%,-3%,?
O=C(NCCN1C(=O)S/C(=C\c2cccnc2)C1=O)c1cc(S(=O)(=O)N2CCOCC2)ccc1F,1,4%,.,-15,2%,1,0,9,0%,?,0.2%
COCCn1c(SCC(=O)NCCc2ccc(OC)c(OC)c2)nc2c([nH]c3ccccc32)c1=O,4,0%,9%,10,6%,15,11,-3,-6%,-2%,0.2%
COCCNC(=O)C1Cc2c(ccc3ccccc23)O1 (stereo unspecified),15,1%,1%,-9,3%,0,11,-26,3%,-1%,0.0%
COc1ccc(Br)cc1/C=N/NC(=O)c1nc(-c2ccccc2)n2c1CCCCC2,7,-1%,-17%,3,5%,-2,-24,11,2%,-7%,-0.1%
O=C(Cc1c(F)cccc1Cl)Nc1ccon1,-2,-1%,-4%,-12,7%,1,23,-14,1%,3%,-0.4%
CCC(=O)N1CCc2cc(S(=O)(=O)CCC(=O)N(C)c3ccc(OC)cc3)ccc21,-4,-2%,4%,-6,0%,1,13,0,-1%,.,0.1%
CC(=O)c1ccc(NS(=O)(=O)c2ccc3ccccc3c2)cc1,2,1%,1%,7,-1%,10,7,-15,1%,7%,3.6%
O=C(Nc1nccs1)c1cc2cc(Cl)ccc2oc1=O,1,7%,.,4,30%[activator],-4,-2,1,0%,-5%,-1.7%
O=C(Cn1cnc2c(NCc3ccccc3)ncnc21)NCCCN1CCCC1=O,.,.,.,7,.,.,-5,-8,1%,.,0.1%
COc1ccc(NC2=C(Cl)C(=O)N(c3ccccc3)C2=O)c(OC)c1,20,-2%,7%,7,-1%,0,-12,11,7%,0%,-0.9%
O=[N+]([O-])c1cccc(/C=N/n2c(-c3cccnc3)n[nH]c2=S)c1,-2,3%,1%,-6,1%,2,-20,2,7%,-25%,-0.4%
COc1cccc(OCCn2ccnc2)c1,0,0%,5%,5,0%,4,-4,-6,3%,-5%,-0.3%
COc1cccc(NC(=O)CN(C)C(C)C(=O)N2CCCCC2)c1 (stereo unspecified),.,.,.,4,.,.,-26,-3,0%,.,-0.1%
O=C(NCCc1ccc(Cl)cc1)C1COc2ccccc2O1 (stereo unspecified),21,1%,4%,-15,0%,-1,-2,10,6%,-2%,0.6%
O=C(c1ccc(NC(=S)Nc2ccc(F)cc2F)cc1)N1CCOCC1,-1,2%,3%,-9,-14%,0,-17,-6,-4%,0%,-0.6%
Cc1nc(C)c(C(=O)N(c2ccc(F)cc2)C(C(=O)NCC2CCCO2)c2ccccc2)s1 (stereo unspecified),-2,-1%,-15%,0,-5%,0,-17,-2,3%,4%,-1.4%
O=c1oc(-c2cccs2)nc2ccccc12,-2,-2%,?,5,-5%,5,-5,18,2%,3%,-0.2%
COc1ccccc1-c1nc(-c2ccccc2)nc(N2CCN(C)CC2)c1C#N,19,-2%,2%,0,30%,3,-8,-1,-1%,-2%,0.0%
COc1cc(NC(=O)c2ccccc2)c(OC)cc1NC(=O)CN1CCCCC1,3,1%,-7%,-14,3%,2,9,-2,3%,3%,-0.5%
C/C(=N/NC(=O)c1ccc(Br)o1)c1cccc(NC(=O)c2ccc(C)o2)c1,12,1%,0%,-5,-1%,1,-6,-2,1%,-3%,0.5%
Cc1c(Br)c([N+](=O)[O-])nn1CC(=O)NCC1CCCO1 (stereo unspecified),0,13%,5%,21,2%,0,2,-3,3%,-1%,-0.3%
O=C(O)CC1(CC(=O)Nc2cc(C(F)(F)F)cc(C(F)(F)F)c2)CCCCC1,-2,-2%,.,9,-1%,6,6,9,-2%,-1%,-0.4%
Cc1cc(C)nc(NC(=O)CN2C(=O)c3ccccc3C2=O)n1,0,11%,1%,-18,-4%,2,-1,-12,-1%,-5%,0.1%

# This is a subset; count on the stated rates, not on these rows.
